Bioassay records (PubChem BioAssay)
influenza NS1A – H1N1 influenza NS1A inhibitors, functional cell based assay (AID 504329) | NS1A functional cell-based assay, percent inhibition; higher % means a stronger effect | inhibition, % at 12.5 µM; hits with a dose series show IC50 in µM | 340,000 tested, 0.3% active; in the data active = a potency from the dose series; inconclusive = inhibition above about 27% without an active follow-up result; also: strong numbers were not always called active
M. tuberculosis HTS – M. tuberculosis growth inhibition, HTS (AID 449762). M. tuberculosis H37Rv growth inhibition, 7H9 media; higher % means a stronger effect. inhibition, % at 25 µM, or IC50 in µM where a hit was titrated. 330,000 tested, 0.59% active; in the data active = a potency from the dose series; inconclusive = inhibition above about 70% without an active follow-up result;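 also: bacterial growth assessed after seven days of incubation; strong numbers were not always called active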
Salmonella PhoP GFP – Inhibition of PhoP regulon, Salmonella typhi GFP reporter cells, confirmation, 4 h (AID 1850); inhibition, % at 50 µM; hits with a dose series show IC50 in µM; Salmonella Typhi PhoP-promoter GFP reporter, fluorescence, 4 h; higher % means a stronger effect; 310,000 tested, 0.33% active; in the data active = a potency from the dose series; inconclusive = inhibition mostly from about 25% at the one dose, without a potency; inactive = the rest, 99 in 100 with inhibition below about 19%;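 also: 0% = induced wells with vehicle and 100% = uninduced wells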
VEEV TC-83 Vero – inhibitors of VEEV TC-83 cytopathic effect, confirmation, Vero cells (AID 588727); Vero cells, VEEV TC-83 cytopathic effect inhibition; higher % means a stronger effect; one-dose inhibition, % at 20 µM; IC50 in µM for titrated hits; 350,000 tested, 0.13% active; in the data active = a potency from the dose series; inconclusive = inhibition mostly from about 14% at the one dose, without a potency; inactive = the rest, 99 in 100 with inhibition below about 12%; also: strong numbers were not always called active
M. tuberculosis – growth inhibition of non-replicating M. tuberculosis (AID 488890); Mycobacterium tuberculosis non-replicating, growth inhibition; higher % means a stronger effect; inhibition, % at 25 µM; hits with a dose series show IC50 in µM; 320,000 tested, 0.39% active; in the data active = a potency from the dose series; inconclusive = inhibition mostly from about 82% at the one dose, without a potency; inactive = the rest, 99 in 100 with inhibition below about 76%;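 also: plate controls were DMSO cells for no effect and high antibiotic wells for full effect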
VEEV TC-83 Vero 10K pilot screen – recorded beside VEEV TC-83 Vero, whose call it bears; inhibition, %; measured here: 10K pilot screen inhibition
An asterisk follows results filed as active; i = inactive; ? = inconclusive; . = no result given.

SMILES	influenza NS1A	M. tuberculosis HTS	Salmonella PhoP GFP	VEEV TC-83 Vero	M. tuberculosis	others
CCOC(=O)c1ccc(NC(=O)c2nn(CC)cc2Br)cc1	-1%	?	-3%	i	41%
Cc1nn(C)cc1/C=C1\SC(=S)NC1=O	4%	10%	-8%	1.7%	7%
COC(=O)c1ccc(C(C(=O)NCc2ccccc2)N(Cc2ccco2)C(=O)c2cnccn2)cc1 (stereo unspecified)	-14%	3%	9%	0.9%	-4%
COc1ccc(Nc2cc(C)nc3nc(C)nn23)c(OC)c1	-4%	-6%	-1%	0.1%	-10%
COc1ccc(CNC2=CC(=O)CC(C)(C)C2)cc1	-6%	-5%	0%	1.9%	6%
CCOC(=O)C1=C(C)N=C(/N=C/N(C)C)SC1c1ccccc1 (stereo unspecified)	6%	0%	1%	9.5%	-2%
O=C(NNC(=S)NC(=O)c1ccc(F)cc1)c1cccnc1	7%	?	15%	1.6%	66%
COCc1cc(=O)[nH]c(N2CCN(Cc3ccc4c(c3)OCO4)CC2)n1	-15%	4%	-15%	0.7%	2%
CC(=O)c1c(C)[nH]c(C(=O)NCCc2ccccc2)c1C	-6%	-10%	-9%	1.8%	6%
O=C(CSc1ccccc1F)OCC(=O)N1CCN(C(=O)c2ccco2)CC1	6%	-4%	9%	2.2%	12%
CCCCN(CCCC)C(=S)NC(=O)C(C)(C)C	-5%	-11%	0%	i	-8%
CCC(C)(C)c1nnc(NC(=O)CCC2CCCCC2)s1	.	-2%	0%	i	-16%
Cn1c(SCc2ccccn2)nc2c1c(=O)[nH]c(=O)n2C	-27%	-1%	12%	0.4%	-18%
C/C(=N\NC(=S)Nc1ccccc1C)c1cc2ccccc2o1	-8%	35%	-4%	i	75%
O=C(O)c1nn(CCOc2cccc(Br)c2)c(=O)c2ccccc12	3%	6%	4%	3.2%	5%
COc1ccc(Cl)cc1NC(=O)C(C)OC(=O)C1=NNC(=O)CC1 (stereo unspecified)	6%	-7%	.	1.2%	-10%
Cn1c(O)c(N=Nc2ccc(S(=O)(=O)N3CCOCC3)cc2)c(=O)n(C)c1=O	-3%	11%	-8%	1.1%	19%
CCOC(=O)CC(SP1(=S)OCC2(CCCCC2)CO1)C(=O)OCC (stereo unspecified)	-11%	.	.	4.1%	.
O=C(c1ccc(N2CCCCC2)c([N+](=O)[O-])c1)N(Cc1ccccc1)c1ccccn1	11%	11%	-1%	i	6%
C=CCn1c(SCc2ccc3c(c2)OCO3)nc2scc(-c3ccco3)c2c1=O	7%	-12%	-5%	i	27%
COc1ccc(C(=O)Nc2cccc(-c3ccc(N4CCOCC4)nn3)c2)cc1	-1%	60%	4%	4.8%	1%
Cc1cc(C(=O)Nn2cnnc2)cs1	2%	0%	-2%	1.1%	4%
O=C(CSc1ccccc1C(=O)NCc1ccccc1)NC12CC3CC(CC(C3)C1)C2	7%	3%	3%	7.3%	14%
CCOC(=O)c1sc2nc(C3CC3)cc(-c3ccc(OC)cc3)c2c1N	-6%	-6%	2%	i	9%	VEEV TC-83 Vero 10K pilot screen=0.7
CCCC(=O)OC(C(=O)Nc1cc(C(F)(F)F)ccc1Cl)c1ccccc1 (stereo unspecified)	36%	2%	-30%	0.4%	-7%
Cc1ccc(CNC(=O)CN(C(=O)N2CCN(C)CC2)S(=O)(=O)c2ccc(C)cc2)cc1	-6%	-2%	3%	2.3%	-8%
CN(Nc1cccc(Cl)c1)c1cccc(Cl)c1	3%	.	.	1.7%	.
c1ccc(-n2c(SCc3nc(-c4cccs4)no3)nnc2-c2ccco2)cc1	-1%	9%	17%	i	18%
CN1C2Cc3c(n(C)c4ccccc34)C1CC=C2CO (stereo unspecified)	-9%	-6%	.	i	-5%
CCOC(=O)CCNC(=O)N1CCCC(Cc2ccccc2)(C(=O)OCC)C1 (stereo unspecified)	-15%	-1%	3%	0.3%	-6%

Looked up by structure from the entries so far, four records:
SMILES	influenza NS1A	M. tuberculosis HTS	Salmonella PhoP GFP	VEEV TC-83 Vero	M. tuberculosis	others
c1ccc(-n2c(SCc3nc(-c4cccs4)no3)nnc2-c2ccco2)cc1	-1%	9%	17%	i	18%
CCOC(=O)c1sc2nc(C3CC3)cc(-c3ccc(OC)cc3)c2c1N	-6%	-6%	2%	i	9%	VEEV TC-83 Vero 10K pilot screen=0.7
O=C(CSc1ccccc1C(=O)NCc1ccccc1)NC12CC3CC(CC(C3)C1)C2	7%	3%	3%	7.3%	14%
Cc1ccc(CNC(=O)CN(C(=O)N2CCN(C)CC2)S(=O)(=O)c2ccc(C)cc2)cc1	-6%	-2%	3%	2.3%	-8%

The main list resumes, starting 3 compounds before the break.
SMILES	influenza NS1A	M. tuberculosis HTS	Salmonella PhoP GFP	VEEV TC-83 Vero	M. tuberculosis	others
c1ccc(-n2c(SCc3nc(-c4cccs4)no3)nnc2-c2ccco2)cc1	-1%	9%	17%	i	18%
CN1C2Cc3c(n(C)c4ccccc34)C1CC=C2CO (stereo unspecified)	-9%	-6%	.	i	-5%
CCOC(=O)CCNC(=O)N1CCCC(Cc2ccccc2)(C(=O)OCC)C1 (stereo unspecified)	-15%	-1%	3%	0.3%	-6%
COc1cc(/C=N/Nc2ccccn2)cc(OC)c1O	-1%	-3%	-1%	5.3%	-6%
N/C(=N\OC(=O)C1CCCCC1)c1cccc(Br)c1	-10%	?	5%	4.6%	73%
O=C(O)c1ccc(N=Nc2c(O)[nH]c3cc(Cl)ccc23)cc1	12%	41%	-96%	i	33%
CCOc1ncccc1C(=O)NCc1ccc(OC)c(OC)c1	6%	2%	-10%	0.1%	6%
N#Cc1c(-c2ccccc2)cc(-c2ccccc2)nc1Br	1%	14%	13%	i	-16%
CC(=O)Nc1ccc(S(=O)(=O)NCCS(=O)(=O)N2CCN(c3ccccc3F)CC2)cc1	-1%	-2%	3%	1.2%	-2%
O=C1CC2(CCN(C(=O)COc3ccccc3F)CC2)Oc2ccccc21	-4%	-13%	4%	3.8%	2%
COCCNc1nc(N2CCCCC2)c2cnn(C)c2n1	-2%	-2%	6%	1.1%	-2%
COc1cccc(Nc2ccccc2C(=O)O)c1	2%	5%	-7%	i	7%
CCCCn1nc(C(=O)N(CC(C)C)c2c(N)n(CCCC)c(=O)[nH]c2=O)c2ccccc2c1=O	-9%	.	.	4.1%	.
CC(C)(Oc1ccc(Cl)cc1)C(=O)Nc1ccncc1	-10%	1%	-3%	0.0%	23%
COc1ccc2nc(NC(=O)CSc3nnnn3C3CCCCC3)sc2c1	-2%	26%	-12%	0.4%	-2%
Cc1oc2c(c1C(=O)N1CCC(C)CC1)C(=O)c1ccccc1C2=O	.	9%	-4%	.	.
CCCc1nc(SCc2cccnc2)c2c(=O)n(C)c(=O)n(C)c2n1	32%	-5%	0%	7.3%	20%
COc1ccc(OC(C)C(=O)Nc2ccccc2C(F)(F)F)cc1 (stereo unspecified)	-9%	4%	0%	3.9%	0%
CC1CN(CCOc2ccc(Cl)c(Cl)c2)CC(C)O1 (stereo unspecified)	-8%	12%	2%	0.0%	10%
COc1cc(N2CCCC2)c(OC)cc1/C=C(/C#N)c1cccc(F)c1	20%	14%	-7%	i	10%
COc1ccc(-c2nnc(SC(C)C#N)o2)cc1 (stereo unspecified)	12%	-7%	-6%	6.2%	60%
O=C(COc1ccc(Cl)cc1)NCc1nnc2c3ccccc3c(-c3ccccc3)nn12	2%	?	-4%	2.0%	-14%
CC(C)(C)c1ccc(C(=O)N2CCN(C(=O)C3CCCCC3)CC2)cc1	-2%	-5%	-7%	5.4%	24%
Cc1ccccc1N(CC(=O)NCCSCc1ccco1)S(C)(=O)=O	-7%	-3%	11%	1.1%	14%
Cn1c(SCC(=O)Nc2ccccc2)nnc1-c1ccc(NC(=O)CCc2ccccc2)cc1	-19%	-14%	6%	i	2%
Cc1nn(CC(=O)N2CCc3ccccc32)c(C)c1S(=O)(=O)NC(C)(C)C	14%	2%	.	0.2%	17%
CC(C)CCNC(=O)C12CN(Cc3ccccc3)CC1C(c1ccc([N+](=O)[O-])cc1)=NO2 (stereo unspecified)	13%	-1%	5%	0.5%	18%
CNc1nnc(-c2cccc(N(C)C)c2)s1	8%	3%	-1%	0.1%	8%
CC(=O)Nc1ccc(NC(=O)C(C)Oc2ccccc2C(=O)NCc2ccccc2)cc1 (stereo unspecified)	3%	0%	.	4.5%	21%
CCCC(=O)NC(=S)Nc1ccc(S(=O)(=O)N2CCc3ccccc32)cc1	.	-7%	-2%	0.4%	32%
CC[C@]12c3[nH]c4ccccc4c3CCN1C(=O)C(CC(=O)NCCC1=CCCCC1)C[C@@H]2C(=O)N1CCN(C(=O)c2ccco2)CC1 (stereo partly specified)	-10%	13%	.	i	70%
Cc1cccc(C)c1NC(=O)N1CCC(n2c(=O)[nH]c3ccccc32)CC1	1%	-4%	-8%	0.8%	-14%
Cn1cc([N+](=O)[O-])c(C(=O)NCC(=O)O)n1	7%	0%	-4%	0.8%	3%
Cc1ccccc1NC(NC(=O)OCCn1c([N+](=O)[O-])cnc1C)C(Cl)(Cl)Cl (stereo unspecified)	-2%	0%	-6%	0.4%	-8%
Nc1nc2ccc(Br)cc2o1	2%	.	.	9.6%	.
Cc1ccc(S(=O)(=O)N2c3ccccc3OCC2C(C)(C)C)cc1 (stereo unspecified)	3%	-2%	-13%	0.3%	25%
CCCOc1ccc(C(=O)NC2CCSc3ccccc32)cc1 (stereo unspecified)	-7%	0%	-9%	0.3%	-28%
COc1cc(OC)c(OC)cc1/C=N/NC(=O)CCc1c(C)n[nH]c1C	-19%	-7%	-2%	0.6%	-13%
C=CCNC(=O)c1n[nH]c2c1CC(C(C)(C)CC)CC2 (stereo unspecified)	0%	-9%	-6%	1.0%	18%
O=C(O)C1=C(C(=O)Nc2cc(C(F)(F)F)ccc2Cl)CCCC1	2%	-5%	6%	0.2%	-3%
Cc1ccc2c(CC(=O)N(CC3CCCO3)c3c(N)n(Cc4ccccc4)c(=O)[nH]c3=O)coc2c1 (stereo unspecified)	-9%	-3%	-3%	3.1%	12%
O=[N+]([O-])/C=C/c1cn(Cc2ccc(F)cc2)c2ccccc12	3%	?	3%	1.8%	?
CCN1CCc2c(OCC(=O)N3CCc4ccccc43)cccc2C1=O	.	6%	-2%	.	-3%
COc1ccc(-n2nc(C(=O)NCC(=O)Nc3cccc(Cl)c3)c3ccccc3c2=O)cc1OC	-8%	14%	-11%	10%	-3%
COCC(=O)OCC(=O)N1N=C(c2ccc(Cl)cc2)CC1c1ccco1 (stereo unspecified)	8%	0%	5%	0.1%	-8%
COc1ccc(CNC(=O)C2CCN(S(=O)(=O)N3CCCC3)CC2)cc1	3%	3%	4%	0.3%	10%
Cc1c(C(=O)Nc2cccc([N+](=O)[O-])c2)sc2ncn(CC(=O)N3CCOCC3)c(=O)c12	8%	-2%	-6%	1.7%	12%
CN1CCN(C(=S)NC(=O)c2ccc(Cl)cc2)CC1	4%	.	.	1.3%	.
COCC(C)n1c(SC(C)C(=O)NC2CCCCC2C)nc2ccccc2c1=O (stereo unspecified)	-9%	-2%	-5%	5.7%	-2%
COc1ccccc1CN(C)C(=O)COC(=O)c1ccc(Cl)nc1	-18%	55%	.	0.2%	.
COc1ccc(CNCCc2c[nH]c3ccccc23)c(OC)c1C	6%	16%	27%	i	32%
CC(=O)c1cccc(NC(=O)C(CC(C)C)NC(=O)C2CCCCC2)c1 (stereo unspecified)	4%	-3%	-8%	0.5%	2%
Cc1cn2c(N)c(C=C3C=C(Cl)C(=O)C(Cl)=C3)c(=O)nc2s1	-4%	.	.	2.4%	.
CC1Cc2ccccc2N1C(=S)NC(=O)c1ccco1 (stereo unspecified)	-2%	?	8%	i	?
O=C(Cn1nnc2ccccc2c1=O)NCc1ccco1	-2%	-7%	4%	0.9%	-16%
COc1ccccc1C1/C(=C(/O)c2ccc(C)cc2)C(=O)C(=O)N1CCN1CCOCC1 (stereo unspecified)	0%	-5%	-4%	0.3%	2%
CSc1ncccc1C(=O)OCC(=O)N1CCc2ccccc21	-17%	-3%	.	i	-1%
COc1cccc(CNC(=O)CCCc2nnc3n(C)c(=O)c4sccc4n23)c1	-3%	11%	1%	0.4%	-6%
O=C(c1ccc(Cl)c(S(=O)(=O)N2CCCC2)c1)N1CCN(Cc2ccccc2)CC1	1%	.	.	2.1%	.
COC1=C(NCc2ccc3c(c2)OCO3)C(=O)C(OC)=C(NCc2ccc3c(c2)OCO3)C1=O	-16%	.	.	1.9%	.
